PABP1 MLLE inh: inhibitors of microRNA-mediated deadenylation, human PABP1 MLLE binding; inhibition, % at 20 µM; AID 588489; 360,000 compounds, 0.36% hits; GST-MLLE / FITC-PAM2 fluorescence polarization; in the data active = inhibition above about 35%, passing the limit was not always enough;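 also: plate controls were DMSO wells with GST-MLLE for no effect and wells lacking GST-MLLE protein for full effect; some results filed as inactive read as strong as hits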
bovine MsrA act: activates bovine MsrA enzyme. purified bovine MsrA, absorbance read-out. activation, % at 10.6 µM. 360,000 compounds, 0.3% hits; in the data active = activation above about 7.5%;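 also: 0% = vehicle and 100% = reference activator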
E coli Lon inh: inhibitors of E. coli Lon protease. AID 602123. inhibition, % at 7.94 µM. purified E. coli Lon protease, fluorescence polarization. 360,000 compounds, 0.42% hits; in the data active = inhibition above about 13%, passing the limit was not always enough;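 also: 0% = enzyme with probe and DMSO and 100% = no enzyme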
Neddylation inh: inhibitors of human cullin neddylation; P61081+Q13564; TR-FRET cullin neddylation, biochemical; 360,000 compounds, 0.58% hits; AID 651699; calls only at 25 µM; in the data active = inhibition above about 36%
Target sequence (P61081 whole entry, looked up): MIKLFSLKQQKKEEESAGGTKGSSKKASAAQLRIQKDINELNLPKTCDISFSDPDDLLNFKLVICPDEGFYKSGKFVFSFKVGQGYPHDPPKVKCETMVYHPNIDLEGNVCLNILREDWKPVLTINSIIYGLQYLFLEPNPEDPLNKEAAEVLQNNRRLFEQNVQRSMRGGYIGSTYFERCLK
Target sequence (Q13564 whole entry, looked up): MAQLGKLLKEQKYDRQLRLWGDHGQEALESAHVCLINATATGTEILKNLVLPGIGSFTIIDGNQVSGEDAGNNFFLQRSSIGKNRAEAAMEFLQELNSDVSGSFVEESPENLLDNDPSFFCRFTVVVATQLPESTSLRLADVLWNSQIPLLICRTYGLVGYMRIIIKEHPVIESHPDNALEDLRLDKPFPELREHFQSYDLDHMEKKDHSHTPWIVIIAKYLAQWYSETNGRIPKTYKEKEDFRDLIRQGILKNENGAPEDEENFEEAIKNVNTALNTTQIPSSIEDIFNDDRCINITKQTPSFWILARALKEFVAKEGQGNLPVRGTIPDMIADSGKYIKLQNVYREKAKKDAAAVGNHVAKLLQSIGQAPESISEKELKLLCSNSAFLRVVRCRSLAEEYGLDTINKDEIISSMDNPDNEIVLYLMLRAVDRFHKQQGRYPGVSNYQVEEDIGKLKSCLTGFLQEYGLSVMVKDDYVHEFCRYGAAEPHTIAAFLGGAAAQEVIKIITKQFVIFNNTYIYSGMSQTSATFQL
CSN inh: CSN deneddylation inhibition; Purified CSN, SCF-Nedd8-OG deneddylation, fluorescence polarization; inhibition, % at 12.5 µM; 360,000 compounds, 0.38% hits; AID 651999;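 active = pattern-corrected inhibition above about 35%, with an unprinted fluorescence ratio check between 0.5 and 1.5, limit read from the data, passing the limit was not always enough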;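 also: 0% = enzyme with substrate and 100% = substrate without enzyme; some results filed as inactive read as strong as hits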
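assay system = purified human Csn5 enzyme expressed in HEK293T cells | amount = 0.24 nM enzyme | buffer or medium = Tris/NaCl/DTT buffer, pH 7.5 | reagent = 10 nM SCFSkp2-Nedd8OG | compound = one concentration, 12.5 µM, 0.25% DMSO | times = 90 min reaction at room temperature | signal = FP | read-out basis = % inhibition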
FAS-TE inh: inhibitors of human fatty acid synthase thioesterase domain. P49327. recombinant FAS-TE, OMFH fluorogenic substrate, fluorescence endpoint. inhibition, % at 15 µM. 360,000 compounds, 0.67% hits. AID 602261;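 active = compounds whose normalised, plate-corrected inhibition of enzyme fluorescence in the single-dose primary screen is 50% or more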;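 also: 0% = DMSO with enzyme and 100% = substrate without enzyme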
MsrA inh: inhibitors of bovine MsrA. purified bovine MsrA, absorbance read-out. inhibition, % at 15.5 µM. 360,000 compounds, 0.75% hits; in the data active = inhibition above about 4.5%;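 also: 0% = vehicle wells with enzyme and 100% = reference inhibitor wells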
Rin1-Abl PPI inh: human Rin1-Abl interaction inhibition; inhibition, % at 7.35 µM; AID 588664; P00519+Q13671; 360,000 compounds, 0.4% hits; TR-FRET Rin1/Abl binding, biochemical; in the data active = inhibition above about 5%, passing the limit was not always enough
Tb MetRS inh: blocks T. brucei methionyl-tRNA synthetase activity; purified T. brucei MetRS, ATP depletion, Kinase-Glo luminescence; inhibition, % at 11.9 µM; 360,000 compounds, 0.4% hits; AID 624268;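 active = inhibition above a per-plate cutoff of the control wells' mean inhibition plus 3 SD, cut at about 5.5% in these data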;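 also: 0% = DMSO wells median and 100% = median of wells with control inhibitor compound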
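Material: parasite MetRS enzyme / Replication: singlicate, one well per compound / Signal: luminescence of leftover ATP / Schedule: 2 h aminoacylation at 25 °C after 15 min preincubation / Medium: HEPES-MgCl2-KCl buffer plus DTT, spermine, BSA, pyrophosphatase / Doses: 11.9 µM single point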
Starred values were filed as active, the others as inactive; i = inactive.

No.	mol	Neddylation inh	CSN inh	Tb MetRS inh	PABP1 MLLE inh	Rin1-Abl PPI inh	FAS-TE inh	MsrA inh	E coli Lon inh	bovine MsrA act
1	COc1ccc(Cn2c(=O)n(Cc3ccco3)c(=N)c3c4c(sc32)COC(C)(C)C4)cc1	i	5	0.5	-34	-1	9	0.8	-7	-2
2	CNC(=S)N/N=C/c1ccc(C(C)C)cc1	i	-1	-0.6	13	1	-2	0.1	2	2
3	O=C1COc2ccc(S(=O)(=O)N3CCN(c4cccc(Cl)c4)CC3)cc2N1	i	-3	-0.4	-3	4	-3	-0.3	2	-9
4	Nn1cnc2c([nH]c3ccccc32)c1=O	i	-19	-0.6	10	1	-6	1.0	-15	-4
5	O=c1oc2ccccc2c(O)c1C=Nc1cccnc1	i	-5	0.2	-3	4	-4	-0.2	9	-3
6	CCC1CCC(NC(=O)Nc2cccc(OC)c2)CC1 (stereo not drawn)	i	6	0.0	-20	2	10	-0.5	3	-2
7	COc1cccc(Nc2nnc(SCC3CCCCO3)s2)c1 (stereo not drawn)	i	-11	-0.6	-9	0	3	-0.7	-4	0
8	CCOc1ccc(C(=O)N2CCN(c3cccc(C)c3C)CC2)cc1	i	-4	-0.7	2	-2	-5	-0.1	-6	-6
9	O=C(COC(=O)C1CC(=O)N(Cc2ccccc2)C1)Nc1cccc([N+](=O)[O-])c1 (stereo not drawn)	i	-1	0.1	-4	1	17	1.6	-11	-2
10	Cc1cccc(Nc2nnc(SCC(=O)Nc3cccc(S(=O)(=O)N4CCCCC4)c3)s2)c1	i	-10	-0.5	-55	3	14	1.9	-6	-1
11	COc1ccc(-n2c(=O)c(CCC(=O)N(C)Cc3ccccc3C)nc3ccccc32)cc1	i	-3	-0.2	7	0	2	-0.7	2	-1
12	C[C@@H]1CN([C@@H](C)CO)C(=O)c2cc(NC(=O)C3CCCCC3)ccc2O[C@@H](C)CCCCO[C@@H]1CN(C)C(=O)CCCN(C)C	i	-7	0.2	6	-1	-9	-1.2	-1	-1
13	O=S(=O)(/N=C(/Nc1cccc2ccccc12)c1ccccc1)c1ccccc1	i	7	0.0	6	1	14	0.4	8	-3
14	Cc1ccc(C(=O)N2CCN(S(=O)(=O)c3ccc(C)cc3)CC2)cc1	i	-7	0.8	-4	-3	4	0.8	1	-1
15	Cc1ccc(S(=O)(=O)NCC(=O)OCC(=O)N2N=C(c3ccc(Cl)cc3)CC2c2ccco2)cc1C (stereo not drawn)	i	1	0.6	6	0	27	0.7	-1	-1
16	Cc1ccc(NC(=O)C2C3C=CC4(O3)C2C(=O)N(CCCN2CCOCC2)C4C(=O)NC2CCCCC2)cc1Cl (stereo not drawn)	i	-4	-0.5	-4	-3	-2	-0.7	-2	-4
17	Cc1ccc(OCCCC(=O)Nc2nnc(C3CCCO3)s2)c(C)c1 (stereo not drawn)	i	8	-0.1	11	-4	2	-0.7	4	-2
18	O=C(NCCCN1CCC(Cc2ccccc2)CC1)c1ccc(CS(=O)c2ccccc2Cl)o1 (stereo not drawn)	i	0	0.1	-1	-6	-4	-1.0	-8	-4
19	CC(CN1CCCCC1)OC(=O)Cc1ccc(Cl)cc1 (stereo not drawn)	i	1	-0.9	2	2	-6	-1.6	-11	-10
20	CCc1cc(C(=O)OC)c(NC(=O)CC2Nc3cc(C)c(C)cc3NC2=O)s1 (stereo not drawn)	i	6	-0.6	-32	-2	-41	-0.6	-37	1
21	CCCOc1ccc(C(=O)CCN2CCN(C(=O)OCC)CC2)cc1	i	-1	0.5	31	0	-2	0.7	0	-3
22	CC(C)(C)C(=O)NC(CC(=O)O)c1ccccc1 (stereo not drawn)	i	-4	0.1	2	-1	-5	-0.6	3	0
23	COc1ccccc1C(O)c1ncc(-c2cccc(C(F)(F)F)c2)[nH]1 (stereo not drawn)	i	-5	-0.2	7	2	1	0.3	-8	-1
24	CCn1c(SCc2nc(-c3ccccc3)no2)nc2ccccc21	i	-4	-0.4	-5	0	22	0.7	-15	-3
25	C=CCn1c2ccccc2c2nnc(SCCCn3c(=O)[nH]c4ccccc43)nc21	i	5	0.0	-6	-5	20	1.6	-11	-1

One compound at a time, as listed above. Values in the order: Neddylation inh | CSN inh | Tb MetRS inh | PABP1 MLLE inh | Rin1-Abl PPI inh | FAS-TE inh | MsrA inh | E coli Lon inh | bovine MsrA act
`O=C1COc2ccc(S(=O)(=O)N3CCN(c4cccc(Cl)c4)CC3)cc2N1` is listed as i | -3 | -0.4 | -3 | 4 | -3 | -0.3 | 2 | -9
`CCC1CCC(NC(=O)Nc2cccc(OC)c2)CC1` (stereo not drawn) is listed as i | 6 | 0.0 | -20 | 2 | 10 | -0.5 | 3 | -2

Back to the main list with the seven entries that preceded the break.
No.	mol	Neddylation inh	CSN inh	Tb MetRS inh	PABP1 MLLE inh	Rin1-Abl PPI inh	FAS-TE inh	MsrA inh	E coli Lon inh	bovine MsrA act
19	CC(CN1CCCCC1)OC(=O)Cc1ccc(Cl)cc1 (stereo not drawn)	i	1	-0.9	2	2	-6	-1.6	-11	-10
20	CCc1cc(C(=O)OC)c(NC(=O)CC2Nc3cc(C)c(C)cc3NC2=O)s1 (stereo not drawn)	i	6	-0.6	-32	-2	-41	-0.6	-37	1
21	CCCOc1ccc(C(=O)CCN2CCN(C(=O)OCC)CC2)cc1	i	-1	0.5	31	0	-2	0.7	0	-3
22	CC(C)(C)C(=O)NC(CC(=O)O)c1ccccc1 (stereo not drawn)	i	-4	0.1	2	-1	-5	-0.6	3	0
23	COc1ccccc1C(O)c1ncc(-c2cccc(C(F)(F)F)c2)[nH]1 (stereo not drawn)	i	-5	-0.2	7	2	1	0.3	-8	-1
24	CCn1c(SCc2nc(-c3ccccc3)no2)nc2ccccc21	i	-4	-0.4	-5	0	22	0.7	-15	-3
25	C=CCn1c2ccccc2c2nnc(SCCCn3c(=O)[nH]c4ccccc43)nc21	i	5	0.0	-6	-5	20	1.6	-11	-1
26	COc1cccc(CN2CCN(Cc3cccn3-c3cccnc3)CC2CCO)c1 (stereo not drawn)	i	-1	-1.1	10	3	-12	1.4	7	-12
27	COC(=O)c1c(NC(=O)CSc2ncnc3[nH]ncc23)sc2c1CCC2	i	0	0.7	10	2	-6	2.7	3	-4
28	O=C(NC(=S)Nc1ccc(Cc2ccncc2)cc1)c1ccc(F)cc1	i	5	0.4	38	2	7	-0.5	4	-3
29	CC(=O)OCc1cc(-c2nn(C)c(=O)c3ccccc23)ccc1C	i	11	-0.5	-2	3	-1	-0.9	5	-1
30	COc1cc(C(=O)Nc2cc(Cl)ccc2C)c(-n2cnnn2)cc1OC	i	-2	0.8	-2	4	-7	-0.4	1	-2
31	Cc1cc(SCc2ccccc2)nc(=O)[nH]1	i	6	1.4	-2	5	-3	0.0	-9	-1
32	CCN(C(C)=O)c1ccc(Oc2nc(OC)cc(OC)n2)cc1	i	-4	-0.6	1	5	-6	0.8	-4	-3
33	O=C(CSc1nnnn1-c1ccc(Cl)cc1)N1CCNC1=O	i	4	0.1	-22	5	1	-0.1	-2	-2
34	CN(Cc1ccc(Cl)cc1)C(=O)CCl	i	1	-0.7	-1	2	0	-0.1	-2	-2
35	O=C1CC[C@@H](C(=O)N2CSC[C@@H]2C(=O)Nc2ccc(C(F)(F)F)cc2)N1	i	-2	-0.4	8	-6	-5	-0.4	2	-7
36	COCc1[nH]nc2c1C(c1c(F)cccc1Cl)C(C#N)=C(N)O2 (stereo not drawn)	i	-8	-1.6	3	-1	-5	1.1	-6	-10
37	Cc1c(O)ccc(NC(=O)/C=C/c2ccccc2)c1C	i	-5	0.5	-9	1	3	-0.2	3	-2
38	CCOC(=O)c1nn(-c2ccc(F)cc2)c2nc(-c3ccccc3)c(C#N)c(=O)n12	i	3	0.1	4	4	33	1.3	-1	-3
39	Cc1nc2ccccn2c1C(=O)NCCCN1CCOCC1	i	0	0.0	19	-3	-2	0.0	3	2
40	COCCCNC(=O)C12CCC(C)(C(=O)C1)C2(C)C (stereo not drawn)	i	-2	-0.3	-14	1	-8	0.4	-9	-2
41	O=C(NCCCN1CCCC1=O)c1ccc2c(c1)NC(=O)C(N1CCOCC1)S2 (stereo not drawn)	i	-1	-1.2	4	-1	-9	0.2	-10	-7
42	COc1ccc(NC(=O)Cn2c(C)cc(=O)c3ccccc32)cc1	i	0	0.0	-5	0	-6	0.3	-11	-3
43	Cn1nnnc1SCC(=O)Nc1ccc(Oc2ccccc2)cc1	i	5	-1.2	-4	2	-3	0.0	-4	-4
44	COc1ccc(-c2cc(C)no2)cc1S(=O)(=O)Nc1ccc(NC(C)=O)cc1	i	2	3.1	1	4	-3	0.0	-8	-3
45	O=C(COc1ccc2ccccc2c1)NC1=NCCS1	i	4	-0.3	-2	0	-8	0.7	4	0
46	O/C=c1\ccc2cccc3nc(C(F)(F)F)nc1c23	i	2	-0.9	i	2	-123	1.9	-88	1
47	COc1cccc(C(=O)Nc2ccc(C)cc2)c1	i	4	-0.7	-2	0	-7	-0.1	2	-2
48	COc1ccc(N2C(=O)N3[C@H](c4ccc(Cl)cc4)[C@@H]4C(=O)N(C5CCCCC5)C(=O)[C@@H]4[C@]3(C)C2=O)cc1	i	4	-0.4	4	1	32	0.3	1	-2
49	COC(C(=O)NNS(=O)(=O)c1ccc([N+](=O)[O-])cc1)c1ccccc1 (stereo not drawn)	i	-1	-0.4	-5	0	-1	1.2	-4	-3
50	COc1ccc(CN(C(=O)c2ccco2)C2CCS(=O)(=O)C2)cc1 (stereo not drawn)	i	2	-0.5	-5	3	-4	-0.3	5	-2
51	O=C(Nc1nnc(SCc2ccc(Cl)cc2Cl)s1)C1COc2ccccc2O1 (stereo not drawn)	i	-2	-1.2	-5	0	18	1.0	0	-4
52	CN(C)C(=O)CCc1ccc2c3c([nH]c2c1)[C@]1(C)[C@@H](C(=O)N2CCOCC2)C[C@H](CC(=O)NCc2ccco2)C(=O)N1CC3	i	-3	0.4	1	-2	-9	-1.0	0	-2
